phage Ecoli inh – growth loss of phage-infected E. coli, primary screen, RecBCD inhibitor project, absorbance, with phage, HTS; inhibition, % at 11.9 µM; actives 0.26% (n = 360,000); AID 651602, 2012; in the data active means inhibition above about 11%
E coli growth – E. coli V3065 growth inhibition, primary screen, counter-screen for AddAB inhibitor project, absorbance, OD600. AID 449728, 2010. 18 h. actives 0.27% (n = 330,000). inhibition, % at 11.9 µM;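 active means inhibition above the campaign's mean inhibition across all tested compounds plus 3 SD, cut at about 9.9% in these data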;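 further: uninfected addAB+ strain grown without phage in ampicillin broth; 0% = DMSO wells and 100% = ciprofloxacin 0.95 µg/ml wells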
SR-BI DiI inh – inhibitors of SR-BI mediated HDL lipid uptake, primary screen, ldlA[mSR-BI] cells, fluorescence, single point; inhibition, % at 12.5 µM; actives 0.96% (n = 320,000); Scavenger receptor class B member 1 (Mus musculus), Q61009; ldlA[mSR-BI] CHO cells, DiI-HDL uptake fluorescence, 3 h;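 active means mean replicate inhibition of at least 70% and a set share of replicates each scoring 70 or more; inconclusive means meets just one of the two criteria; inactive means fails both criteria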;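 further: 0% = median of neutral control wells and 100% = median of positive control wells; values of inactives mirror those of a sister screen read the other way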
Target sequence (Q61009 whole entry, looked up): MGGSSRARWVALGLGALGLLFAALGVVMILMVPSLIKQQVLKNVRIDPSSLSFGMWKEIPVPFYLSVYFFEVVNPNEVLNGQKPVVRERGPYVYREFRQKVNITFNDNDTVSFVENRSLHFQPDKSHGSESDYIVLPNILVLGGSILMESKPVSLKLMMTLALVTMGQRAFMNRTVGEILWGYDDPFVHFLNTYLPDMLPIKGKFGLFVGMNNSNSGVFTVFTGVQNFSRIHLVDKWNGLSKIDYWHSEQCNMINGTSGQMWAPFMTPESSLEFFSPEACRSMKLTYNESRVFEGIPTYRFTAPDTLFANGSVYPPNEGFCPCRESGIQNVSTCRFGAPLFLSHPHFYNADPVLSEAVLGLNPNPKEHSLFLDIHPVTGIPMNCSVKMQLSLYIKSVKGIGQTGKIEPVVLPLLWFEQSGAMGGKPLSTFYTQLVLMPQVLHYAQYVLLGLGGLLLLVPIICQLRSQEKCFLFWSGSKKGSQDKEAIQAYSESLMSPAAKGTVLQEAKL
CAL PDZ FP-1 – untagged CAL PDZ binding inhibitors, primary screen, biochemical, fluorescence polarization, HTS; Golgi-associated PDZ and coiled-coil motif-containing protein (Homo sapiens), Q9HD26; purified CAL PDZ, TMR-peptide fluorescence polarization, 1 h; inhibition, % at 24.9 µM; actives 0.92% (n = 300,000); AID 602252, 2012;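 active means mean inhibition of at least 30% with at least half of replicates also reaching 30%; inconclusive means no clear call, values can overlap the other calls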;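 further: 0% = DMSO neutral control and 100% = excess unlabeled competitor peptide PRC23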
CAL PDZ FP-2 – CAL PDZ peptide-binding inhibitors, primary screen, biochemical, fluorescence polarization, Cer-tagged CAL PDZ, HTS. Golgi-associated PDZ and coiled-coil motif-containing protein (Homo sapiens), Q9HD26. inhibition, % at 20 µM. purified CAL PDZ, TMR-peptide fluorescence polarization, 1 h. actives 0.02% (n = 330,000). AID 504414, 2011;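 active means highest replicate inhibition of at least 40%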;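 further: plate controls were DMSO neutral control wells for no effect and unlabeled competitor peptide control wells for full effect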
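System: purified tagged CAL PDZ domain construct (CerCALP). Schedule: 1 h incubation at room temperature before polarization reading. Medium: 25 mM sodium phosphate pH 7.4, 150 mM NaCl, TCEP, IgG, Thesit. Read-out: percent inhibition from loss of millipolarization. Measured by: FP readout, S and P plane fluorescence. Probe or stimulus: fluorescent TMR peptide probe.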
Tat export inh – E. coli Tat export inhibitors, primary screen, MC4100, TorA-mCherry reporter, fluorescence, single point; inhibition, % at 10 µM; actives 0.036% (n = 340,000); AID 488895, 2010;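 active means mean replicate inhibition at least 50% and at least half of replicates individually reaching 50%; inconclusive means only one of the two criteria met; inactive means neither criterion met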;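 further: exported cargo escapes ClpAP degradation while cytoplasmic cargo is degraded and loses fluorescence; 0% = median of neutral control wells and 100% = median of NaSCN control wells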
MITF TRPM1 HTS – activators of MITF-driven TRPM1 promoter reporter, primary screen, cell-based, SK-MEL-5, luciferase, single point | SK-MEL-5 TRPM1-promoter luciferase, 24 h; % of positive control, neutral wells = 0 | activation, % at 12.5 µM | actives 0.75% (n = 300,000) | AID 588334, 2011;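 active means mean activation of at least 80% with every replicate also reaching 80%; inconclusive means mean reaches 80% but some replicate falls short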;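 further: 0% = neutral control wells and 100% = parthenolide positive control wells; values of inactives mirror those of a sister screen read the other way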
Wnt bcat act – Wnt/beta-catenin pathway activators, primary screen, cell-based, plate reader, single point; actives 1.2% (n = 300,000); Wnt/beta-catenin reporter cell assay, activator; activation, % at 9.35 µM; AID 743398, 2014; in the data active means activation above about 30%, passing the limit was not always enough; inconclusive means no clear call, values can overlap the other calls;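 further: 0% = neutral control wells and 100% = positive control wells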
SR-BI uptake up – activators of SR-BI mediated DiI-HDL uptake, primary screen, ldlA[mSR-BI] CHO cells, DiI fluorescence. activation, % at 12.5 µM. actives 0.096% (n = 320,000). 3 h; 100 = double the neutral-control signal;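 active means mean replicate activation of at least 60% and every replicate at or above 60%; inconclusive means mean or all-replicate condition met, but not both; inactive means mean below 60% and not all replicates reaching 60%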;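 further: 0% = median plate neutral-control signal and 100% = twice that signal; values of inactives mirror those of a sister screen read the other way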
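system = CHO ldlA[mSR-BI] cells, LDL receptor-null, SR-BI overexpressing | medium = Ham's F12 with 0.5% BSA, HEPES 25 mM, pH 7.4 | probe or stimulus = DiI-HDL 10 µg/mL | compound dosing = single-point compound dose | incubation = compound exposure 3 h, 37 °C | technique = DiI fluorescence, bottom read | read-out = cell-associated DiI fluorescence as measure of HDL uptake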
AddAB inh – growth inhibition of E. coli expressing H. pylori AddAB, primary screen, AddAB inhibitor project, absorbance | inhibition, % at 11.9 µM | actives 0.29% (n = 330,000) | AID 435030, 2010; in the data active means inhibition above about 12%;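 further: 0% = vehicle wells of infected cells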
Starred values were filed as active, the others as inactive; u = inconclusive; x = no result given.

(1) CS(=O)(=O)N(CC(=O)N1CCN(Cc2ccccc2)CC1)Cc1ccccc1
(2) CCOC(=O)c1c(-c2ccccc2)csc1NC(=O)/C(C#N)=C/c1ccc(O)c(OC)c1
(3) OCc1nc2ccccc2n1CCCOc1ccccc1
(4) CCCc1nc(SCC(=O)Nc2nc3c(s2)CCCC3)c2ccccc2n1
(5) Cc1onc(-c2c(F)cccc2Cl)c1C(=O)Nc1cccc(Cn2cccn2)c1
(6) Cc1ccc(OCCNC(=O)c2ccccc2O)cc1
(7) COc1ccc(-n2c(=O)c3c4c(sc3n3c(=S)[nH]nc23)COC(C(C)C)C4)cc1 (centres undefined)
(8) CC(=O)Nc1ccc(NC(=O)CSc2nnc(CNc3ccc(F)cc3)n2CC2CCCO2)cc1 (centres undefined)
Assay by compound	1	2	3	4	5	6	7	8
phage Ecoli inh	0.3	0.0	1.2	2.8	0.1	-0.8	2.1	4.9
E coli growth	1.2	-2.8	-0.2	-0.7	-0.3	0.8	0.2	0.9
SR-BI DiI inh	-6	u	0	-12	-31	-8	x	11
CAL PDZ FP-1	-4	-2	-8	-3	-2	-4	x	-2
CAL PDZ FP-2	-2.2	-0.4	-2.2	-2.6	0.4	x	x	-0.8
Tat export inh	-2	3	-9	-1	-2	-1	x	-2
MITF TRPM1 HTS	3	0	53	-12	-2	-3	x	-5
Wnt bcat act	-2	-1	0	-2	x	1	-2	-1
SR-BI uptake up	6	-71	0	12	31	8	x	-11
AddAB inh	0.2	-4.8	0.0	2.7	1.7	2.8	-0.2	1.9

(9) Cc1ccc(-c2ccccc2[C@@H]2C[C@H]3CN(C)C(=O)[C@]34CCCN24)o1
(10) O=C(CCc1c[nH]c2ccccc12)NCCOc1ccccc1
(11) O=C(CNc1ccc(F)cc1F)NC(=O)NCc1ccco1
(12) CC(C)(C)OC(=O)N1CCC[C@H]1c1nnc(SCc2c(Cl)cccc2Cl)o1
(13) CCCNC(=O)c1csc(Nc2cccc3ccccc23)n1
(14) O=C(CCN1C(=O)S/C(=C\c2ccccc2)C1=O)N1CCCCC1
(15) O=C(CNC(=O)c1ccccc1F)OCCCOC(=O)CNC(=O)c1ccccc1F
(16) CCOC(=O)C1(Cc2ccccc2)CCN(Cc2ccc(COC)o2)CC1
Assay by compound	9	10	11	12	13	14	15	16
phage Ecoli inh	6.0	0.7	1.4	1.1	1.3	-0.9	1.0	3.5
E coli growth	0.0	3.3	0.6	0.0	-1.7	-0.7	-3.5	-0.6
SR-BI DiI inh	-7	-3	-10	2	52	x	-26	4
CAL PDZ FP-1	-4	0	1	-3	-5	2	2	-2
CAL PDZ FP-2	-0.9	-2.2	0.0	-3.2	1.2	-2.6	-2.3	-0.2
Tat export inh	-3	6	1	-1	7	-1	4	-5
MITF TRPM1 HTS	-2	0	-1	0	x	31	15	12
Wnt bcat act	0	1	7	-3	-1	1	-1	-12
SR-BI uptake up	7	3	10	-2	-52	x	26	-4
AddAB inh	1.4	2.2	-1.8	1.9	-2.9	0.6	-1.4	-0.3

From no. 9 as far as 10, copied from above:
(9) Cc1ccc(-c2ccccc2[C@@H]2C[C@H]3CN(C)C(=O)[C@]34CCCN24)o1
(10) O=C(CCc1c[nH]c2ccccc12)NCCOc1ccccc1
Assay by compound	9	10
phage Ecoli inh	6.0	0.7
E coli growth	0.0	3.3
SR-BI DiI inh	-7	-3
CAL PDZ FP-1	-4	0
CAL PDZ FP-2	-0.9	-2.2
Tat export inh	-3	6
MITF TRPM1 HTS	-2	0
Wnt bcat act	0	1
SR-BI uptake up	7	3
AddAB inh	1.4	2.2

Additional structures.
(17) O=c1[nH]cnc2c1cnn2Cc1ccccc1
(18) Cc1ccc(C(=O)Nn2cnnc2)cc1
(19) COc1cccc(NC(=O)CN(C)C(=O)[C@@H]2CCCN2C(=O)c2cccs2)c1
(20) Cc1ccc2c(Cl)c(C(=O)NCC3CCCO3)sc2c1 (centres undefined)
(21) CCc1ccc(NC(=O)[C@H](NC(=O)[C@@H]2Cc3ccccc3CN2)c2ccccc2)cc1
(22) CN(C(=O)c1ccccc1C(=O)OCC(=O)c1ccc(F)cc1)c1ccccc1
(23) O=C(N[C@H]1C/C=C\C[C@H](CC(=O)N(CCO)Cc2ccccc2)C(=O)N[C@H](Cc2c[nH]c3ccccc23)COC1=O)OCC1c2ccccc2-c2ccccc21
(24) COC(=O)c1scc(S(=O)(=O)C(C)(C)C)c1N
Assay by compound	17	18	19	20	21	22	23	24
phage Ecoli inh	-0.5	1.6	4.2	1.0	2.9	1.4	1.9	1.1
E coli growth	2.9	1.6	1.9	1.2	1.5	0.3	-0.3	0.2
SR-BI DiI inh	-8	-21	12	24	3	1	30	-8
CAL PDZ FP-1	-2	1	x	x	-3	-2	3	-4
CAL PDZ FP-2	-2.2	0.5	0.6	-1.5	-2.9	-1.5	1.0	-0.7
Tat export inh	-9	4	-1	9	6	-6	-4	3
MITF TRPM1 HTS	13	3	-15	32	21	-3	-5	-11
Wnt bcat act	0	-3	0	x	6	-1	-3	0
SR-BI uptake up	8	21	-12	-24	-3	-1	-30	8
AddAB inh	1.3	-0.6	1.2	-0.3	4.5	0.3	0.4	0.5

(25) CCCN(CCC)C(=O)c1cc(-c2ccc3c(c2)OCO3)nc2ccccc12
(26) Cc1ccc2c(c1)C(O)(CC(=O)c1cccc(-n3cccc3)c1)C(=O)N2 (centres undefined)
(27) CN1CCN(CCCNC(=O)c2ccc(CS(=O)(=O)c3ccc(Br)cc3)o2)CC1
(28) O=C1CCCN1CCCNc1ccc2nnc(CCC(=O)N3CCN(c4ccccc4)CC3)n2n1
Assay by compound	25	26	27	28
phage Ecoli inh	x	-2.7	4.7	5.2
E coli growth	-3.2	-0.8	0.5	-0.1
SR-BI DiI inh	25	6	-12	6
CAL PDZ FP-1	-2	x	-2	-5
CAL PDZ FP-2	-0.8	-0.9	-0.2	-0.4
Tat export inh	1	0	-2	1
MITF TRPM1 HTS	-31	-2	-3	2
Wnt bcat act	x	1	-3	-2
SR-BI uptake up	-25	-6	12	-6
AddAB inh	-0.4	0.6	1.8	0.5

Grouped by structure, the entries above with a halogen.
(5) Cc1onc(-c2c(F)cccc2Cl)c1C(=O)Nc1cccc(Cn2cccn2)c1
(8) CC(=O)Nc1ccc(NC(=O)CSc2nnc(CNc3ccc(F)cc3)n2CC2CCCO2)cc1 (centres undefined)
(11) O=C(CNc1ccc(F)cc1F)NC(=O)NCc1ccco1
(12) CC(C)(C)OC(=O)N1CCC[C@H]1c1nnc(SCc2c(Cl)cccc2Cl)o1
(15) O=C(CNC(=O)c1ccccc1F)OCCCOC(=O)CNC(=O)c1ccccc1F
(20) Cc1ccc2c(Cl)c(C(=O)NCC3CCCO3)sc2c1 (centres undefined)
(22) CN(C(=O)c1ccccc1C(=O)OCC(=O)c1ccc(F)cc1)c1ccccc1
(27) CN1CCN(CCCNC(=O)c2ccc(CS(=O)(=O)c3ccc(Br)cc3)o2)CC1
Assay by compound	5	8	11	12	15	20	22	27
phage Ecoli inh	0.1	4.9	1.4	1.1	1.0	1.0	1.4	4.7
E coli growth	-0.3	0.9	0.6	0.0	-3.5	1.2	0.3	0.5
SR-BI DiI inh	-31	11	-10	2	-26	24	1	-12
CAL PDZ FP-1	-2	-2	1	-3	2	x	-2	-2
CAL PDZ FP-2	0.4	-0.8	0.0	-3.2	-2.3	-1.5	-1.5	-0.2
Tat export inh	-2	-2	1	-1	4	9	-6	-2
MITF TRPM1 HTS	-2	-5	-1	0	15	32	-3	-3
Wnt bcat act	x	-1	7	-3	-1	x	-1	-3
SR-BI uptake up	31	-11	10	-2	26	-24	-1	12
AddAB inh	1.7	1.9	-1.8	1.9	-1.4	-0.3	0.3	1.8
